Screening results deposited in PubChem by National Center for Advancing Translational Sciences (NCATS).
KinaseGlo FLuc: Kinase-Glo luciferase inhibition (counter-screen). Kinase-Glo luciferase, ATP luminescence, 8 min. Q27757. AID 1379. Potency, µM (titrated, usually from 38.3 µM), inactives show at the highest dose activity change, negative = inhibition, most hits filed as inhibitors. actives 0.28% (n = 200,000); further: potency means the concentration at half of the fitted maximal effect; on the % scale 0 is the no-effect control and ±100 the full control effect; nearly all actives have a fitted effect of over 60% in size
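Luminescence was the read-out, taken after 8-minute incubation at ambient temperature. Luciferase turned over luciferin with 10 uM ATP in imidazole pH 7.2 buffer containing KCl, MgCl2, Tween 20 and BSA.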
Epigenetic derep: regulators of epigenetic silencing causing reporter derepression in mouse cells; murine LDR cells, GFP reporter derepression, 30 h; Potency, µM (top dose mostly 53.9 µM), without a hit: top-dose GFP activation, most hits filed as activators; actives 0.2% (n = 280,000); further: potency means the concentration at half of the fitted maximal effect; % of control where 0% means no effect; nearly all actives have a fitted effect of over 60% in size
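Murine LDR cells carrying a silenced, genomically integrated CMV-driven GFP reporter were exposed to compound for 30 hours at 37 C. After PBS washes, GFP-positive cells (20–120 um objects) were counted by laser-scanning microplate cytometry.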
IMPase Li cell: cell-permeable IMPase inhibitors with lithium potentiation; CHO-M1 cells, IP1 TR-FRET (IP-One), carbachol + lithium; Potency, µM (series often up to 59.4 µM), without a hit: at the top dose activity, negative = IMPase inhibition, most hits filed as inhibitors; actives 0.35% (n = 210,000);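 further: IP1 builds up when IMPase is blocked and the TR-FRET signal falls; potency means the concentration at half of the fitted maximal effect; plate controls were basal vehicle for no effect and high inhibitor control for full effect; nearly all actives have a fitted effect of over 50% in size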
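CHO-M1, 2000 cells/well, 16–30 h culture; cpd + low Li+, 30 min 37C; lysis with d2-IP1/Eu-anti-IP1 Ab, 10 min RT; TR-FRET 665/620 ratio and 620 channel; AC50 via Hill.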
CBFb-RUNX1 inh: blocks binding between human CBF-beta and RUNX1. AlphaScreen CBFb-His/RUNX1-biotin binding, biochemical. Potency, µM (top dose mostly 59.8 µM), inactives show at the top dose activity, negative = inhibition, actives largely listed as inhibitors. 230,000 tested, under 10 active; further: % of control where 0% means no effect
Target sequence (Q01196 whole entry, looked up): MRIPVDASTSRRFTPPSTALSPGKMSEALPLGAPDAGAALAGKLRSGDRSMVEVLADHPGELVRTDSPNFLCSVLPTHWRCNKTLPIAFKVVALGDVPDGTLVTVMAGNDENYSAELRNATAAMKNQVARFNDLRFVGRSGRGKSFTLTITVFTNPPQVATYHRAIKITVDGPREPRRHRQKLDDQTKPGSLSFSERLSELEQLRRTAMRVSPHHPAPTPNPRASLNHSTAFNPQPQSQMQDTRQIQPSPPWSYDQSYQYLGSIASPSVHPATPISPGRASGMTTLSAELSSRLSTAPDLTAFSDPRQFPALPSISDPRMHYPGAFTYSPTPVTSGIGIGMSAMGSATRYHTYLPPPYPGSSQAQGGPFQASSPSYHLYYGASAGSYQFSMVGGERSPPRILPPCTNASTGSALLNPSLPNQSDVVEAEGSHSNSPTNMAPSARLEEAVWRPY
Target sequence (Q13951 whole entry, looked up): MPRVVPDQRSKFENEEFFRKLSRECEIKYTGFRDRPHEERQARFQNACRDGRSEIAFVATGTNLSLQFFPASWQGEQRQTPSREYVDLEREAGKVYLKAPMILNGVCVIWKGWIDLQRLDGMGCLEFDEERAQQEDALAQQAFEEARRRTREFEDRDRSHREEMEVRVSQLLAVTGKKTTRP
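Compounds were screened at multiple concentrations against a preformed CBF-beta(His)/RUNX1(biotin) complex (30 nM of each) for 15 min at room temperature, followed by 90 min with nickel and streptavidin beads and AlphaScreen reading.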
NPSR antagonist: neuropeptide S receptor (human) antagonism, cAMP | actives 1% (n = 220,000) | Potency, µM (series often up to 38.3 µM), inactives show at the highest dose activity change, negative = inhibition, usual class: inhibitors | CHO-NPSR cells, cAMP TR-FRET, antagonist mode; further: potency means the concentration at half of the fitted maximal effect; on the % scale 0 is the no-effect control and ±100 the full control effect; nearly all actives have a fitted effect of over 50% in size; many of its hits are not listed in these tables
Target sequence (Q6W5P4 whole entry, looked up): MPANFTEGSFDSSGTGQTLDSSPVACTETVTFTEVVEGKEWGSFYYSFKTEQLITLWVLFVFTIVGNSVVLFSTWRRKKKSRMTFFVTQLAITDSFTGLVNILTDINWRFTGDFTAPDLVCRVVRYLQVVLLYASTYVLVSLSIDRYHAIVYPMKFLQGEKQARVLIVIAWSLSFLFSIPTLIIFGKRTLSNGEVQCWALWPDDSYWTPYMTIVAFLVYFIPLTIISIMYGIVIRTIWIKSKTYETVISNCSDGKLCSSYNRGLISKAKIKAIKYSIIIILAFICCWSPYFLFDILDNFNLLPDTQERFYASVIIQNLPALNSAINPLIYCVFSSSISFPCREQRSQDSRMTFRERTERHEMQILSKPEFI
Lamin A splicing: changes lamin A minigene splicing in HeLa cells; actives 0.01% (n = 200,000); Potency, µM (top dose mostly 46.1 µM), for the others: top-dose ratio change, negative = inhibition, actives largely listed as inhibitors; HeLa LMNA splicing GFP/RFP minigene ratio, 48 h; active means well fitted inhibition curve with a large enough effect in the signal ratio, with a control signal flat, not every such curve was filed as active; inconclusive means small, poorly fitted or top-dose-only effect, or effect the other way, or a change in a side signal; the % refers to the signal ratio; further: potency means the concentration at half of the fitted maximal effect; on the % scale 0 is the no-effect control and ±100 the full control effect
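Read-out is the ratio of GFP to DsRed2 object intensity, acquired by 488 nm laser-scanning cytometry on HeLa lamin A-EGFP minigene reporter cells. Compound incubation 48 hrs at 37 °C in Opti-MEM with 2% FBS; DMSO 0.5% final.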
HttQ103 aggreg: mutant huntingtin aggregation inhibition | Potency, µM (titrated, usually from 46.1 µM), for the others: at the highest dose activity change, negative = inhibition, most hits filed as inhibitors | actives 1.1% (n = 220,000) | PC12 HttQ103-GFP aggregates, Acumen cytometry, 40 h; further: potency means the concentration at half of the fitted maximal effect; on the % scale 0 is the no-effect control and ±100 the full control effect; nearly all actives have a fitted effect of over 60% in size
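Steps: seed 1500 PC12 HTTQ103-GFP cells/well; add tebufenozide, 100 nM final; add compound titration; add ATPLite reagent; quantify GFP aggregates by laser scanning cytometry.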
* marks the source's active call; other numbers are inactive results; ? = inconclusive; nt = no result given; [ ] = another dose, or the depositor's remark. Unless noted, the call rests on the fitted dose curve; in most records, active means well fitted curve in the direction sought with a large enough effect; inconclusive means small, poorly fitted or top-dose-only effect, or another doubt; inactive means no such curve, though single readings can be large; an effect the other way counts as inactive or inconclusive.

Start of the listing, in advance, 3 compounds:
SMILES	KinaseGlo FLuc	Epigenetic derep	IMPase Li cell	CBFb-RUNX1 inh	NPSR antagonist	Lamin A splicing	HttQ103 aggreg
O=C(/C=C/c1ccccc1[N+](=O)[O-])Nc1ccccc1	-14%	-2.3%	3%	6%	-18%	15%[46 µM]	8%
COCCNC(=O)c1onc(CSc2ccc(Cl)cc2)c1C(=O)O	0%	-0.1%	13%[38.3 µM]	6%	-12%[46.1 µM]	12%[0.0737 µM]	-12%
Cc1[nH]n(-c2ccc([N+](=O)[O-])cc2)c(=O)c1C=NCCN1CCN(C(=O)c2ccc(F)cc2)CC1	?	1.0%	-7%[38.3 µM]	0%	-17%[46.1 µM]	-1%	6%

Results, from the start:
SMILES	KinaseGlo FLuc	Epigenetic derep	IMPase Li cell	CBFb-RUNX1 inh	NPSR antagonist	Lamin A splicing	HttQ103 aggreg
O=C(/C=C/c1ccccc1[N+](=O)[O-])Nc1ccccc1	-14%	-2.3%	3%	6%	-18%	15%[46 µM]	8%
COCCNC(=O)c1onc(CSc2ccc(Cl)cc2)c1C(=O)O	0%	-0.1%	13%[38.3 µM]	6%	-12%[46.1 µM]	12%[0.0737 µM]	-12%
Cc1[nH]n(-c2ccc([N+](=O)[O-])cc2)c(=O)c1C=NCCN1CCN(C(=O)c2ccc(F)cc2)CC1	?	1.0%	-7%[38.3 µM]	0%	-17%[46.1 µM]	-1%	6%
O=C(O/N=C(\c1ccccc1)c1ccncc1)c1ccccc1Cl	0%	1.1%	-8%	-5%	?	?	19%
CCn1c(/C=C/c2c[nH]c3ccccc23)nc2ccccc2c1=O	1%	4.2%	18%	4%	-12%	26%[46 µM]	-8%[9.22 µM]
O=C(CSc1nc2ccccc2s1)NCCOc1ccc(Cl)cc1	-2%	-2.0%	-3%[38.3 µM]	2%	-14%[46.1 µM]	0%	-29%
CC(C)N(C(=O)COC(=O)c1ccc([N+](=O)[O-])cc1)c1ccccc1	-2%	-0.5%	-2%	-4%	-6%	26%[46 µM]	-25%
Cc1cc(CNC(=O)COc2ccccc2F)c2ccccc2n1	2%	-0.1%	16%	1%	6%	nt	?
O=C1CSC(c2ccccc2[N+](=O)[O-])N1c1ccccc1 (configuration not stated)	-1%	-2.6%	8%	1%	-6%	?	4%
CCc1cc(OCCN(C)C)ccc1Cl	-3%	2.2%	12%	4%	17%	15%[46 µM]	4%
COc1cc(OC)c2c(-c3ccccc3)cc(=O)oc2c1C(CC(=O)N1CCN(c2ccccc2)CC1)c1ccc(N(C)C)cc1 (configuration not stated)	nt	1.1%	nt	?	-20%	nt	10%[9.22 µM]
CC(Oc1ccc([N+](=O)[O-])cc1Cl)C(=O)Nc1ccc(C(N)=O)cc1 (configuration not stated)	3%	-0.2%	1%	-2%	3%	nt	-4%[9.22 µM]
O=C(c1ccco1)N1C(=O)c2cccc3c(S(=O)(=O)N4CCCC4)ccc1c23	0%	-1.7%	-10%[38.3 µM]	6%	-9%[46.1 µM]	-2%	10%
Cc1nc(=O)c(-c2ccccc2)c(C)n1CCO	-1%	-1.1%	-4%[38.3 µM]	13%	5%[46.1 µM]	2%	1%
COc1ccc(-c2nc3c(c4nnc(SC(C)C(=O)Nc5ccccc5)n24)COC(C)(C)C3)cc1 (configuration not stated)	-1%	?	2%	0%	22%	-4%	?

5 compounds drawn at random from the list so far:
SMILES	KinaseGlo FLuc	Epigenetic derep	IMPase Li cell	CBFb-RUNX1 inh	NPSR antagonist	Lamin A splicing	HttQ103 aggreg
CC(C)N(C(=O)COC(=O)c1ccc([N+](=O)[O-])cc1)c1ccccc1	-2%	-0.5%	-2%	-4%	-6%	26%[46 µM]	-25%
CC(Oc1ccc([N+](=O)[O-])cc1Cl)C(=O)Nc1ccc(C(N)=O)cc1 (configuration not stated)	3%	-0.2%	1%	-2%	3%	nt	-4%[9.22 µM]
Cc1cc(CNC(=O)COc2ccccc2F)c2ccccc2n1	2%	-0.1%	16%	1%	6%	nt	?
O=C1CSC(c2ccccc2[N+](=O)[O-])N1c1ccccc1 (configuration not stated)	-1%	-2.6%	8%	1%	-6%	?	4%
COc1ccc(-c2nc3c(c4nnc(SC(C)C(=O)Nc5ccccc5)n24)COC(C)(C)C3)cc1 (configuration not stated)	-1%	?	2%	0%	22%	-4%	?

Next part
SMILES	KinaseGlo FLuc	Epigenetic derep	IMPase Li cell	CBFb-RUNX1 inh	NPSR antagonist	Lamin A splicing	HttQ103 aggreg
C/C(=N\Nc1nc(Nc2ccccc2)nc(N2CCOCC2)n1)c1cccs1	-4%	7.7%	5%	-21%	?	?	12%[9.22 µM]
COc1ccc(-c2nnc(SCc3ncc(-c4ccccc4)o3)o2)cc1	9%	0.0%	9%[38.3 µM]	2%	?	?	?
CCOC(=O)CSc1nnc(CNC(=O)c2ccc(OC)cc2OC)n1C	-1%	-1.0%	6%[38.3 µM]	-2%	22%[46.1 µM]	2%	11%
Cc1ccccc1C(=O)c1c[nH]c(C(=O)NCCc2ccccn2)c1	-1%	-0.4%	8%	-7%	-8%	-10%[46 µM]	-23%
Cc1ccc2cccc(OCCOCCOc3ccccc3Br)c2n1	2%	-4.5%	8%	-14%	-15%	?	?
CCCCOc1ccc(CN(CCO)CCO)cc1[N+](=O)[O-]	0%	0.0%	3%	-2%	16%	-4%	13%
C/C=C(/C)C(=O)O[C@H]1[C@@H](O)c2c(ccc3ccc(=O)oc23)OC1(C)C	0%	-0.5%	-1%	5%[2.36 µM]	5%	6%	4%
CCOc1ccc(N2C(=O)CC(NCc3ccc(S(N)(=O)=O)cc3)C2=O)cc1 (configuration not stated)	nt	-4.1%	nt	8%	15%	nt	6%[9.22 µM]
Cc1cc(C(=O)N2CCN(Cc3ccc4c(c3)OCO4)CC2)cs1	-5%	3.7%	3%[38.3 µM]	5%	-10%[46.1 µM]	?	-31%
COc1cc(/C=N/NC(=S)Nc2cccc(S(=O)(=O)N(C)C)c2)cc(OC)c1O	-3%	-0.1%	5%	-7%	0%	?	6%
CS(=O)(=O)c1ccc2nc(NC(=O)CCC(=O)c3cccs3)sc2c1	-4%	-1.0%	4%[38.3 µM]	-11%	-25%[46.1 µM]	9%	0.79µM*
COc1ccc(CCNC2=NCC(C)S2)cc1 (configuration not stated)	1%	0.0%	13%[38.3 µM]	-6%	9%[46.1 µM]	10%	4%
CCC(C)(C)n1nnnc1C(c1ccc(C)cc1)N1CCN(C(=O)c2ccco2)CC1 (configuration not stated)	-1%	-1.2%	9%	0%	-15%[46.1 µM]	-4%	6%
COc1ccc2nc(N3C(=O)/C(=C/c4ccc(Cl)cc4)NC3=S)sc2c1	-1%	?	-1%	6%	11%	-12%	?
COc1cc(CN(C)Cc2nc3cc(C(F)(F)F)ccc3c(=O)[nH]2)ccc1OC(F)F	-3%	-1.5%	4%	4%	-28%	-25%[46 µM]	-11%

Record cards (already shown).
Listed for CCOC(=O)CSc1nnc(CNC(=O)c2ccc(OC)cc2OC)n1C → KinaseGlo FLuc: -1%; Epigenetic derep: -1.0%; IMPase Li cell: 6%[38.3 µM]; CBFb-RUNX1 inh: -2%; NPSR antagonist: 22%[46.1 µM]; Lamin A splicing: 2%; HttQ103 aggreg: 11%
Listed for COc1cc(/C=N/NC(=S)Nc2cccc(S(=O)(=O)N(C)C)c2)cc(OC)c1O → KinaseGlo FLuc: -3%; Epigenetic derep: -0.1%; IMPase Li cell: 5%; CBFb-RUNX1 inh: -7%; NPSR antagonist: 0%; Lamin A splicing: ?; HttQ103 aggreg: 6%

Next part.
SMILES	KinaseGlo FLuc	Epigenetic derep	IMPase Li cell	CBFb-RUNX1 inh	NPSR antagonist	Lamin A splicing	HttQ103 aggreg
O=C(CC1NCCc2ccccc21)Nc1ccccc1 (configuration not stated)	1%	-0.1%	5%	1%	-2%	23%[46 µM]	8%
CCCCNc1c([N+](=O)[O-])c(=O)n(C)c2ccccc12	1%	0.0%	7%	5%	5%	15%[46 µM]	-8%[9.22 µM]
CCCNCc1cc(OC)c(OCC(=O)Nc2ccccc2)cc1Br	-3%	2.3%	20%	2%	-10%	15%[46 µM]	21%
CCNC(=O)/C(C#N)=C/c1c(N2CC(C)OC(C)C2)nc2ccccn2c1=O (configuration not stated)	-1%	-1.9%	-6%	3%	4%	-6%	2%
CCn1c(SCC(=O)Nc2nc3ccccc3s2)nc2c(c1=O)SC(C)C2 (configuration not stated)	-5%	-1.1%	14%[38.3 µM]	-9%	?	-6%	?
CCCCn1c(SC(C)C(N)=O)nc2cc(C(=O)OC)ccc2c1=O (configuration not stated)	0%	?	-24%[38.3 µM]	-3%	-23%[46.1 µM]	6%	-23%
CCOC(=O)c1ccc(NC(=O)CCNc2c(N3CCCC3)c(=O)c2=O)cc1	-1%	-0.5%	15%[38.3 µM]	11%	0%[46.1 µM]	3%	-8%
CCOc1ccc(N2CC(=O)N/C2=N\c2nc(C)cc(C)n2)cc1	-1%	-0.7%	18%[38.3 µM]	3%	2%[46.1 µM]	0%	12%
C=CCOc1c(CNc2ccc(C(=O)O)cc2)cccc1OCC	-3%	-2.0%	-3%[38.3 µM]	2%	-12%[46.1 µM]	5%[0.0737 µM]	11%
CCCN1CCN(C(=O)c2cn(CC(C)C)c(=O)c3cc(OC)c(OC)cc23)CC1	2%	3.1%	46%[activator][38.3 µM]	0%	-8%[46.1 µM]	1%	16%
Nc1nc(SCc2ccc(Cl)cc2)[nH]c(=O)c1-c1ccccc1	0%	-1.2%	14%	3%	-1%[46.1 µM]	?	?
Cc1cc(OCn2ccc(C(=O)O)n2)ccc1Cl	-2%	-0.7%	1%[38.3 µM]	1%	-1%[46.1 µM]	11%	11%
CCCCC(=O)Nc1ccc(NC(=O)CCCC)nc1	-7%	1.0%	16%[38.3 µM]	1%	-5%[46.1 µM]	7%	8%
CCSc1nc2c(c(=O)[nH]1)C(c1cccnc1)C(C(=O)OC)=C(C)N2 (configuration not stated)	1%	-1.1%	17%[38.3 µM]	7%	-7%[46.1 µM]	-2%	-3%
CC1(C)OC(=O)C(=C2CCCN2)C(=O)O1	10%	-0.7%	-3%[38.3 µM]	3%	-16%[46.1 µM]	?	13%

These rows are one share of the data (hit frequency here may not be typical).
